Source: PubChem (NMMLSC)
CIT2-GFP yeast = yeast TOR pathway CIT2-GFP modulation. actives 0.065% (n = 320,000). GFP response vs DMSO, % at 10 µM. S. cerevisiae CIT2-GFP strain, flow cytometry, 3 h; 100 means same as DMSO wells;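 active = GFP response relative to DMSO above a set limit, near the screen mean plus 3 SD, cut at about 150% in these data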;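 note: ratio of well median GFP fluorescence to mean of DMSO wells on the plate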
MEP2-GFP yeast = alters MEP2-GFP fluorescence in TOR pathway yeast screen | S. cerevisiae MEP2-GFP strain, flow cytometry GFP, 3 h; 100% = DMSO control level | GFP response vs DMSO, % at 10 µM | actives 0.51% (n = 330,000) | AID 2016;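 active = GFP response versus DMSO above a set limit, roughly screen mean plus 3 SD, cut at about 180% in these data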;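 note: median GFP fluorescence of the barcode-gated MEP2-GFP cells per well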
LAP4-GFP MLPCN = modulators of TOR pathway LAP4-GFP in S. cerevisiae; S. cerevisiae LAP4-GFP multiplex, flow cytometry GFP, 3 h; median GFP as percent of DMSO wells; GFP response vs DMSO, % at 10 µM; actives 0.34% (n = 320,000);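 active = GFP response vs DMSO above a set limit, about the screen mean plus 3 SD, cut at about 150% in these data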
Yeast superoxide = lowers age-related superoxide in aged yeast cells | S. cerevisiae aged cells, superoxide DHE fluorescence; hits give low values | actives 0.18% (n = 330,000) | superoxide response (% of plate mean), % at 10 µM | AID 2690;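 active = superoxide response under a set limit, about three screen SD below normal, cut at about 65% in these data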;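 note: yeast aged for seven days with compound at 30 °C before DHE staining; 100% = average MFI of all compound-treated wells on the plate with controls excluded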
AGP1-GFP MLPCN = alters AGP1-GFP fluorescence in TOR pathway yeast screen; S. cerevisiae AGP1-GFP multiplex flow cytometry, 3 h; GFP as percent of DMSO wells; GFP response vs DMSO, % at 10 µM; actives 0.02% (n = 320,000); AID 2066;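 active = GFP response relative to DMSO above a set limit, near screen average plus 3 SD, cut at about 150% in these data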;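 note: median GFP channel fluorescence of the gated AGP1 strain per well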
GRK2 inh = inhibitors of human GRK2 displacing RNA aptamer | inhibition of aptamer binding, % at 10 µM | bead flow cytometry, FAM-aptamer displacement from GRK2 | AID 488847 | P25098 | actives 0.59% (n = 330,000);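 active = inhibition of aptamer binding above 40%, roughly 3 SD of noise, on plates passing a quality check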;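 note: median bead fluorescence of bound FAM aptamer so fluorescent compounds give negative values; no value below 0 was filed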
RPL19A-GFP yeast = yeast TOR pathway RPL19A-GFP modulation; percent response vs DMSO, % at 10 µM; actives 0.3% (n = 330,000); S. cerevisiae RPL19A-GFP strain, flow cytometry, 3 h; hits give low values;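 active = percent response vs DMSO below 50%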;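 note: median channel GFP fluorescence of the barcoded RPL19A-GFP strain; ratio of sample median GFP to plate DMSO average so 100% = DMSO; lower means less RPL19A-GFP as with rapamycin TOR inhibition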
VLA-4 inh = inhibition in a human VLA-4 binding assay; P13612; VLA-4 expressing cells, ligand binding flow cytometry; inhibition, % (about 7 µM as worked out from the volumes in the protocol); actives 0.2% (n = 330,000); in the data active = inhibition above about 50%
Target sequence (P13612 whole entry, looked up): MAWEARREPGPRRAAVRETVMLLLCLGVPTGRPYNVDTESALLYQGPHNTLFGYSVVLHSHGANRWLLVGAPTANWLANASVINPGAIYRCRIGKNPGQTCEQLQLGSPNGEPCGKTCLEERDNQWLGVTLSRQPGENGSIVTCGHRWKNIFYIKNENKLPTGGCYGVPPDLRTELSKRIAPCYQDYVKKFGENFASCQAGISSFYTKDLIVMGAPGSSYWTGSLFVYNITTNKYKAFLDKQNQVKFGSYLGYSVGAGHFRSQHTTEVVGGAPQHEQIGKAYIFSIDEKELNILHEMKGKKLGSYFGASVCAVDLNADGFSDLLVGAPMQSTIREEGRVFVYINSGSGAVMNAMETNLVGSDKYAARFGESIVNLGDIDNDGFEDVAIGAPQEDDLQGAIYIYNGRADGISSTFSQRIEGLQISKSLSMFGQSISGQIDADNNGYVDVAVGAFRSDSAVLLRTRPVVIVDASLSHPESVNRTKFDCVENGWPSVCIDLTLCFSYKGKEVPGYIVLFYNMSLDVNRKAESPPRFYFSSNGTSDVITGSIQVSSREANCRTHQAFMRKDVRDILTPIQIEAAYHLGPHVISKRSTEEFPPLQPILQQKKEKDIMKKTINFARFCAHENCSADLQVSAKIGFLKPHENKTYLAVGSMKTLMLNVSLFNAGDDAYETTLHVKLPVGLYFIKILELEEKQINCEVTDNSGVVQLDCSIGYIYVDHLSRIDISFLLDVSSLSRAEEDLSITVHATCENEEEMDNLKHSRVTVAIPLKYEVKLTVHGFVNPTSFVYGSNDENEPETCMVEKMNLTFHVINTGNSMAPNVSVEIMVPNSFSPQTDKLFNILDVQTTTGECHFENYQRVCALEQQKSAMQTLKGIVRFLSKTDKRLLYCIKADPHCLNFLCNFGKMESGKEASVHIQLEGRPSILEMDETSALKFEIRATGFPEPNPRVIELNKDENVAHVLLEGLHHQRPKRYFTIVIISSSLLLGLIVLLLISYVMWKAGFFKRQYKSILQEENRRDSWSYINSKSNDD
* = called active by the depositor; nt = no result given; [ ] = another dose, or the depositor's remark. Random draw from the library. Share with any hit: about 1.7%.

SMILES	CIT2-GFP yeast	MEP2-GFP yeast	LAP4-GFP MLPCN	Yeast superoxide	AGP1-GFP MLPCN	GRK2 inh	RPL19A-GFP yeast	VLA-4 inh
CCN(CC)C(=S)SC1=CCS(=O)(=O)C1	94	97	101	104	98	0	94	2
O=S1(=O)N=C(Nc2ccc(N3CCOCC3)cc2)c2ccccc21	110	103	106	78	105	1	104	5
Cc1cc(C)n(Cc2cnc(N3CCOCC3)s2)n1	94	96	93	94	91	0	91	10
O=C(NCCCN1CCOCC1)c1ccc(CS(=O)(=O)c2cccc(C(F)(F)F)c2)o1	nt	103	112	81	108	1	101	4
C[C@H]1[C@H](C)CC[C@]2(C)CC[C@]3(C)C(=CC(=O)C4[C@@]5(C)CC[C@H](O)C(C)(C)C5CC[C@]43C)[C@H]12 (stereo partly drawn)	84	94	116	76	96	2	97	0
Clc1ccc(Cl)c(OCCN2CCOCC2)c1	117	102	104	99	109	3	99	-15
CC(c1ccncn1)N(C)Cc1nc(Cc2ccccc2F)no1 (stereo not drawn)	92	94	91	107	97	1	92	8
COC1CCCCC1Nc1cc(C)ccc1C (stereo not drawn)	100	106	105	88	104	1	100	-5
CCOc1ccc2cc(C3CC(c4ccco4)=NN3S(=O)(=O)c3ccccc3)c(Cl)nc2c1 (stereo not drawn)	101	100	95	119	102	8	99	3
CCOc1cc2c(cc1OCC)C(C(=O)O)C(c1cc(Br)c(O)c(OC)c1)N(C)C2=O (stereo not drawn)	95	107	103	103	104	0	101	-18
O=C(Nc1ccc(F)cc1F)c1c(C(F)(F)F)ccnc1Oc1cccc(C(F)(F)F)c1	98	100	111	98	113	0	100	-1
O=C(c1cc2ccccc2[nH]1)N1CCOCC1	99	102	97	116	96	0	105	10
COc1ccc(C(=O)CN2CCN(c3ccc(F)cc3)CC2)cc1	102	105	96	102	104	1	104	15
COC(=O)C(NC(=O)C(NC(=O)c1ccccc1)C(C)C)C(C)C (stereo not drawn)	103	101	94	92	99	2	99	-16
COc1ccc(CNCc2cc3c(C(C)(C)C)nn(-c4ccccc4)c3[nH]c2=O)cc1	99	100	93	87	102	0	100	-2
CCCCn1c(=O)n(Cc2cccc(F)c2)c(=O)c2c1ncn2Cc1ccco1	104	105	102	103	108	0	96	-2
CCCn1ncc(CN2CCN(Cc3ccsc3)C(CCO)C2)c1C (stereo not drawn)	105	98	114	98	107	1	99	1
Cc1ccc(/C=N/Nc2ccc(C(=O)O)cc2)s1	54	103	146	101	64	3	89	6
O=C(O)CCN1C(=O)CC(N2C(=O)/C(=C/c3ccc(Cl)cc3)SC2=S)C1=O (stereo not drawn)	91	102	110	94	97	7	99	2
CCOC(=O)CSc1nnc(-c2ccoc2C)n1-c1ccc(C)cc1	102	100	94	81	106	1	98	-2
CCOC(=O)CC12CN3CN(C1)CC(CC(=O)OCC)(C3)C2=O	93	101	98	98	99	0	96	3
COc1cccc(OCC(=O)Nc2c3c(nn2-c2ccc(F)cc2)CS(=O)(=O)C3)c1	99[may fluoresce green]	99[may fluoresce green]	97[may fluoresce green]	95	106[may fluoresce green]	0	100[may fluoresce green]	25
COCCN(CC(=O)Nc1ccccc1C(F)(F)F)C(=O)/C=C/c1cc(Cl)c2c(c1)OCO2	96	97	104	96	105	0	103	-1
N=C1N(/N=C/c2ccccc2)C(=Nc2ccccc2)C(=S)N1c1ccccc1	89	94	124	95	94	0	96	1
CN(CC(=O)O/N=C(\N)c1ccc([N+](=O)[O-])cc1)S(=O)(=O)c1ccc2ccccc2c1	114	106	107	108	104	3	107	4
COc1cc(C)c(CN2CCN(C(C)C(=O)NC(C)c3ccccc3)CC2)cc1OC (stereo not drawn)	88	108	98	100	91	2	91	5
O=C(CSc1nc2ccccc2c(=O)[nH]1)N1CCCCC1	82	88	94	114	96	1	106	10
CCCCN(CC)CCNC(=O)Cn1cnc2sc(C)c(S(=O)(=O)N3CCC(C)CC3)c2c1=O	90	103	86	93	101	0	99	8
Cc1nc(N2CCN(c3ccccn3)CC2)c2c(C)c(C(=O)Nc3ccc(F)cc3F)sc2n1	89	93	109	104	99	0	96	-8
CC(C)NC(=O)CCS(=O)(=O)c1cccc2nonc12	104	103	102	98	105	0	101	8
O=C(CSc1nc(=O)n2ccccc2n1)N1CCCc2ccccc21	86	90	96	102	97	0	90	9
Cc1ccccc1NC(=O)c1cc2ccccn2n1	79	93	91	104	101	0	96	-3
C/C=C1\COC(C(=O)NCc2ccccc2)(C(F)(F)F)C=C1C=C1CCCCC1 (stereo not drawn)	90	109	100	98	96	3	94	-7
O=C(Cc1ccccc1)Nc1cc2c(cc1Cl)OCCCO2	111	103	86	96	108	0	108	3
CCn1c(SCC(=O)Nc2oc(-c3ccccc3)c(-c3ccccc3)c2C#N)nnc1-c1cc(OC)cc(OC)c1	104	97	101	87	nt	1	98	7
Cc1ccc(S(=O)(=O)N2CCCC2CNC(=O)C(=O)Nc2ccc(F)cc2)cc1 (stereo not drawn)	102	108	108	107	107	0	98	8
Cc1nnc(SCC(=O)NC(=O)Nc2ccc3c(c2)OCCO3)s1	75	98	89	81	94	1	107	7
CCN(CC)S(=O)(=O)c1cc(C(=O)Oc2ccccc2OC)ccc1OC	104	100	101	78	106	0	104	0
CC1Sc2ccc(S(=O)(=O)CCC(=O)NC3CCCCC3C)cc2NC1=O (stereo not drawn)	101	109	99	87	100	0	98	2
CCN1C(=O)[C@H]2[C@@H](c3ccc(-c4ccccc4)cc3)N[C@@](C)(C(=O)OC)[C@H]2C1=O	92	99	128	96	87	0	97	5
O=S(=O)(c1ccc(F)cc1)n1ccc(-c2cccc(OCc3c(F)cccc3Cl)c2)n1	92	94	93	112	nt	0	94	4
O=C(NC(=S)NNC(=O)c1cccs1)c1ccco1	105	103	95	90	96	0	96	2
c1csc(-c2nnc(N3CCCCCC3)c3ccccc23)c1	103	103	98	90	107	5	113	29
CCN(CCC(=O)O)c1ccccc1	101	103	96	98	103	1	100	15
COC(=O)c1ccc(CON2C(=O)c3ccccc3C2=O)cc1	97	97	100	94	97	3	98	18
CCCn1c(=O)c(C(=O)OCC)c(O)c2cc(Br)ccc21	76	90	128	78	94	0	97	15
Cc1csc(=Nc2ccc(S(=O)(=O)N3CCOCC3)cc2)n1Cc1ccco1	98	96	104	95	103	2	98	-5
CC1(C)C(=O)OC(/C=C/c2cccc([N+](=O)[O-])c2)C(C)(C)C1=O (stereo not drawn)	101	99	110	114	109	0	106	-8
COC(=O)C1=CN(Cc2ccc(OC)c(OC)c2)C=C(C(=O)OC)C1c1ccc(O)cc1	102	102	92	98	97	0	100	-7
O=C(NCc1ccco1)c1ccc(Br)s1	89	95	94	86	93	5	96	-13

Exported with bars between the fields: entries from further up
canonical_smiles | CIT2-GFP yeast | MEP2-GFP yeast | LAP4-GFP MLPCN | Yeast superoxide | AGP1-GFP MLPCN | GRK2 inh | RPL19A-GFP yeast | VLA-4 inh
CCCn1c(=O)c(C(=O)OCC)c(O)c2cc(Br)ccc21 | 76 | 90 | 128 | 78 | 94 | 0 | 97 | 15
Cc1csc(=Nc2ccc(S(=O)(=O)N3CCOCC3)cc2)n1Cc1ccco1 | 98 | 96 | 104 | 95 | 103 | 2 | 98 | -5
CC1(C)C(=O)OC(/C=C/c2cccc([N+](=O)[O-])c2)C(C)(C)C1=O (stereo not drawn) | 101 | 99 | 110 | 114 | 109 | 0 | 106 | -8

6 consecutive entries already listed, quoted:
SMILES	CIT2-GFP yeast	MEP2-GFP yeast	LAP4-GFP MLPCN	Yeast superoxide	AGP1-GFP MLPCN	GRK2 inh	RPL19A-GFP yeast	VLA-4 inh
COC(=O)c1ccc(CON2C(=O)c3ccccc3C2=O)cc1	97	97	100	94	97	3	98	18
CCCn1c(=O)c(C(=O)OCC)c(O)c2cc(Br)ccc21	76	90	128	78	94	0	97	15
Cc1csc(=Nc2ccc(S(=O)(=O)N3CCOCC3)cc2)n1Cc1ccco1	98	96	104	95	103	2	98	-5
CC1(C)C(=O)OC(/C=C/c2cccc([N+](=O)[O-])c2)C(C)(C)C1=O (stereo not drawn)	101	99	110	114	109	0	106	-8
COC(=O)C1=CN(Cc2ccc(OC)c(OC)c2)C=C(C(=O)OC)C1c1ccc(O)cc1	102	102	92	98	97	0	100	-7
O=C(NCc1ccco1)c1ccc(Br)s1	89	95	94	86	93	5	96	-13

(list continues)
SMILES	CIT2-GFP yeast	MEP2-GFP yeast	LAP4-GFP MLPCN	Yeast superoxide	AGP1-GFP MLPCN	GRK2 inh	RPL19A-GFP yeast	VLA-4 inh
Cc1ccc(NC(=O)N(C)c2ccccc2)cc1	94	101	88	95	95	1	102	-2
COc1ccc(S(=O)(=O)Nc2ccc(Cc3ccncc3)cc2)cc1OC	105	102	103	90	107	1	106	11
Cc1ccc(SCC(=O)OCn2nnc3ccccc3c2=O)cc1C	94	98	95	102	103	1	107	0
O=C(O)COc1ccc(/C=N/NC(=O)C2CCCN2S(=O)(=O)c2ccc(Cl)cc2)cc1 (stereo not drawn)	99	107	101	112	108	0	105	4
Cc1ccccc1NC(=O)c1ccc(F)c(S(=O)(=O)N2CCN(c3ccccn3)CC2)c1	111	105	99	92	104	1	100	14
CC(=O)c1ccc(N2CCC(c3cc(-c4ccc(Cl)cc4Cl)n[nH]3)CC2)c([N+](=O)[O-])c1	103	102	86	120	90	1	101	5
CC(O)c1c(-c2ccccc2)nn(C)c1Cl (stereo not drawn)	94	81	88	93	94	0	90	21
CC(C)CCNC(=O)Cn1cc2c(n1)CCCCC2	101	103	100	98	102	2	99	13
O=C(CSc1nnc(COc2ccccc2)n1Cc1ccco1)Nc1ccc2c(c1)OCCO2	105	110	101	93	111	2	100	12
CSc1ccc(CNc2ccccc2)cc1	78	93	82	103	81	1	113	-4
O=C(NCCc1c[nH]c2ccc(Cl)cc12)c1cccnc1	105	105	102	75	105	2	100	-14
Cc1cc(C)nc(N2CCC(C(=O)NC3CC3)CC2)n1	94	87	75	89	76	0	84	18
COc1ccc(N2C(=O)C3CCCCC3C2=O)cc1NC(=O)c1ccccc1 (stereo not drawn)	97	94	106	104	104	0	96	0
CCCC(CCC)c1nc2ccncc2[nH]1	107	100	93	92	107	0	103	1
O=C(Nc1nnc(CCN2CCOCC2)s1)C1CCCCC1	113	108	106	101	103	0	98	15
COc1ccc(COC(=O)N/C=C/c2ccco2)cc1	104	104	104	94	108	0	98	-70
S=C(NCc1cccnc1)Nc1ccc(Cl)cc1Cl	100	92	85	92	87	3	97	-10
N#Cc1ccc(NC(=O)Cn2cnc(S(=O)(=O)N3CCOCC3)c2)cc1	94	96	100	93	95	0	96	14

As entered above.
`O=C(Nc1nnc(CCN2CCOCC2)s1)C1CCCCC1` in RPL19A-GFP yeast: 98
`N#Cc1ccc(NC(=O)Cn2cnc(S(=O)(=O)N3CCOCC3)c2)cc1` in CIT2-GFP yeast: 94
`O=C(NCCc1c[nH]c2ccc(Cl)cc12)c1cccnc1` in MEP2-GFP yeast: 105
`COc1ccc(N2C(=O)C3CCCCC3C2=O)cc1NC(=O)c1ccccc1` (stereo not drawn) in AGP1-GFP MLPCN: 104
`COc1ccc(COC(=O)N/C=C/c2ccco2)cc1` in VLA-4 inh: -70
`Cc1cc(C)nc(N2CCC(C(=O)NC3CC3)CC2)n1` in MEP2-GFP yeast: 87
`CCCC(CCC)c1nc2ccncc2[nH]1` in CIT2-GFP yeast: 107
